Compound activity: PubChem, Johns Hopkins Ion Channel Center
CHT inh: inhibits the human high affinity choline transporter. Q9GZV3. CHT-expressing cells, membrane potential dye, choline response; active compounds read low. B-score at 10 µM. 310,000 tested, 0.86% active;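 active = B-score over 3 SD under the library average, and starting fluorescence ratio not unusually high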;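 also: choline stimulus applied at its EC90 after an EC20 pre-addition; B-score computed on integrated fluorescence ratio after choline addition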
Target sequence (Q9GZV3 whole entry, looked up): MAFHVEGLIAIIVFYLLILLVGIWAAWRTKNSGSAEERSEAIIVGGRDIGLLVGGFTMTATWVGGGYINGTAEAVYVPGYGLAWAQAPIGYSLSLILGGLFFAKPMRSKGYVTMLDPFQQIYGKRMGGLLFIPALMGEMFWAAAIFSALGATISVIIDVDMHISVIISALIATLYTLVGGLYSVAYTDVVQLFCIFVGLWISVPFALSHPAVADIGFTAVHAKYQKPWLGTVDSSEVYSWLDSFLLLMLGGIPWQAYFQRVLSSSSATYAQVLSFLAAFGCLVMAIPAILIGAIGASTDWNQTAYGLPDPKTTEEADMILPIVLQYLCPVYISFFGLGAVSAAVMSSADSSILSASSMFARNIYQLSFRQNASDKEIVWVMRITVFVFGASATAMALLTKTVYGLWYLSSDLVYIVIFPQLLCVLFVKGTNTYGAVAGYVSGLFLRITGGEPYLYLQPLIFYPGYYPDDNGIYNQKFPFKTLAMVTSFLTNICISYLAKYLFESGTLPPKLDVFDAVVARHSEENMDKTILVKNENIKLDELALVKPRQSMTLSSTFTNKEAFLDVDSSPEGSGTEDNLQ
Kir21 inh: Kir2.1 (mouse) channel inhibition. P35561. HEK293-Kir2.1, FluxOR thallium flux fluorescence; active compounds read low. B-score at 10 µM. 310,000 tested, 0.85% active;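 active = fluorescence ratio B-score at or below minus 3 SD of library scores, with starting-brightness B-score within 2 SD, cut at about -4.2 in these data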;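 also: channel flux triggered by added potassium and thallium sulfate stimulus; B-score of peak minus minimum fluorescence over baseline after thallium stimulus; more negative B-score means stronger Kir2.1 block with less thallium influx; some compounds called inactive have numbers as strong as hits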
Target sequence (P35561 whole entry, looked up): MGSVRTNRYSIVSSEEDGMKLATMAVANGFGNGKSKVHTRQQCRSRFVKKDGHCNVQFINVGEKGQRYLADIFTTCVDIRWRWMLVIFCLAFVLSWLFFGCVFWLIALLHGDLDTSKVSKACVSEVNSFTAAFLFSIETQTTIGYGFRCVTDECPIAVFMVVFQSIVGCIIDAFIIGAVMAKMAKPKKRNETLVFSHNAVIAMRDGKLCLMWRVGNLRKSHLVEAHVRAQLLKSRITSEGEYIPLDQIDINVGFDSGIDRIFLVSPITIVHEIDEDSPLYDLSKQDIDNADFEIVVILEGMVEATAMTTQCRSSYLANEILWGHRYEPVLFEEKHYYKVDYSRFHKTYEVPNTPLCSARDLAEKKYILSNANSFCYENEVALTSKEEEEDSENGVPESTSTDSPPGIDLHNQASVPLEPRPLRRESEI
* marks the source's active call; other numbers are inactive results; i = inactive; . = no result given.

SMILES	CHT inh	Kir21 inh
O=C(Nc1ccc(S(=O)(=O)NC2=NCCCCC2)cc1)C1COc2ccccc2O1 (stereo not given)	-5.11*	-0.21
Cc1ccc(-c2nnc(N3CCOCC3)c3ccccc23)cc1S(=O)(=O)N(C)C	.	0.69
O=C(Nc1ccc2c(c1)OCO2)C(=O)c1c[nH]c2ccccc12	i	0.88
CCCC(=O)Nc1ccc2c(c1)nc(CN1CCN(C(=O)OCC)CC1)n2CC	i	0.84
O=C(Nc1ccc(Cc2ccncc2)cc1)C1CCC(N2C(=O)C3CCCCC3C2=O)CC1 (stereo not given)	i	0.62
CNC(=S)Nc1cccc2[nH]ncc12	i	0.04
Cc1cc(N2C(=O)CC(N3CCN(c4ccc(C(=O)c5cccs5)cc4)CC3)C2=O)no1 (stereo not given)	i	0.81
Cc1cccc(C(=O)OC2CCOC2=O)c1C (stereo not given)	i	-0.01
Cc1cc(C)n2nnnc2n1	i	-1.49
NS(=O)(=O)c1ccc(CCNC(=O)c2ccc(S(=O)(=O)N3CCCCC3)cc2)cc1	i	-0.03
COc1cc(OC)c(OC)cc1CNC(=O)c1cc(=O)[nH]c2ccccc12	i	1
CC(=O)c1c(COC(=O)c2ccccc2Cl)nc2ccccc2[n+]1[O-]	i	-0.17
Cc1cc(-c2ccccc2)nc(N/N=C/c2ccco2)n1	i	0.2
CCOC(=O)/C(C#N)=C/C1=C(N2CCCC2)CC(C)(CC)OC1 (stereo not given)	i	-0.99
Cc1ccc(SCc2cc(=O)[nH]c(/N=C(\N)Nc3ccccc3Sc3ccccc3)n2)cc1	i	-0.16
Cc1cc(C)cc(NC(=S)NCc2cccn2C)c1	i	-0.25
COc1ccc(-c2cc(C(F)F)n3ncc(C(=O)N4CCCCC4)c3n2)cc1	i	-1.68
COc1ccc(NC(=O)COC(=O)Cn2c(C)nc3ccccc32)cc1OC	i	-1.31
CC(C)(C)P(=O)(CO)c1ccccc1 (stereo not given)	i	0.33
CCCc1nnc(SCC(=O)N2CCCCC2)n1CC1CCCO1 (stereo not given)	i	2.97
COC1CCCN(C(=O)c2cccc(OC3CCN(S(=O)(=O)N(C)C)CC3)c2)C1 (stereo not given)	i	1.09
COc1ccc2c(c1)CCc1c(C(=O)NCc3ccc(F)cc3)noc1-2	i	0.44
O=C(CCSc1nnnn1-c1ccccc1)N1CCOCC1	i	1.36
O=C(c1ccccc1)N1CC(COc2ccccc2)OC(c2ccco2)O1 (stereo not given)	i	-0.5
Cc1nn(Cc2ccccc2)c(=O)c2nn(-c3ccc(Cl)cc3)c(C)c12	i	2.08

New compounds follow:
SMILES	CHT inh	Kir21 inh
Cc1ccc2c(c1)N(C(C)C(=O)NCc1ccccn1)C(=O)CO2 (stereo not given)	i	0.68
COc1cc2c(=O)n(Cc3ccccc3)c(=O)n(CC(=O)NCc3ccco3)c2cc1OC	.	-0.06
CSCC[C@H](NS(=O)(=O)c1ccc(C)cc1)C(=O)N1CCC(C(=O)N[C@@H](C)C(=O)O)CC1	i	0.42
CCOc1ccc(C2CC(c3ccc(OC)cc3)n3ncnc3N2)cc1 (stereo not given)	i	-0.96
COC(=O)N/N=C/c1cccc(OC(=O)c2ccc3c(c2)OCO3)c1	i	0.37
O[C@@H]1CN(C2CCCCC2)CC[C@H]1N1CCN(CCc2ccccc2)CC1	i	-1.4
CC1(C)Cc2c(sc(NC(=O)C(=O)N3CCCC3)c2C#N)CO1	i	0.73
CCN(CC)c1nc(Oc2ccc(C(=O)OC)cc2)nc(N2CCOCC2)n1	i	-1.34
Cc1ccc(CNS(=O)(=O)c2ccc3c(c2)OCCO3)cc1	i	1.33
CC(C)(C)C(=O)Cn1ncc(N2CCOCC2)c(Br)c1=O	i	-1.36
Cc1ccc(C)c(S(=O)(=O)N2CCNCC2)c1	i	0.89
CC(=O)C(Sc1ncnc2c1nnn2-c1ccc(F)cc1)C(=O)N(C)C (stereo not given)	i	-0.6
COCC(=O)Nc1c(C(=O)Nc2cccc(OC)c2)oc2ccccc12	i	1.21
CCOC(=O)c1sc(NC(=O)CSc2ccccn2)c(C#N)c1C	i	0.02
COc1ccc(C2/C(=C(/O)c3ccccc3)C(=O)C(=O)N2C)c(OC)c1 (stereo not given)	i	0.41
CC1=C(C)CC(C(=O)NNC(=O)c2csc3c2CCC(C(C)(C)C)C3)C(C(=O)O)C1 (stereo not given)	i	1.81
CCN(CC)CCN(Cc1cc2ccc(C)cc2[nH]c1=O)C(=S)Nc1ccccc1C(=O)OC	i	-1.09
CC(C)CCNC(=O)Cn1c(=O)oc2cc(S(=O)(=O)N3CC(C)CC(C)C3)ccc21 (stereo not given)	i	-0.41
CN(CC(=O)Nc1ccc(N2CCOCC2)cc1)CC(=O)Nc1ccccc1[N+](=O)[O-]	i	-0.4
Cc1c(N=Cc2ccco2)c(=O)n(-c2ccccc2)n1C	i	2.41
COc1cc(Cl)c(C)cc1NC(=O)COC(=O)c1cc(SC)ccc1Cl	i	1.13
O=C(COC(=O)c1ccccc1C(=O)N1CCN(c2ccccc2)CC1)Nc1ccccc1	i	1.35
COCCn1c(SCC(=O)Nc2cccc(C(=O)OC)c2)nc2ccccc2c1=O	i	-0.15
COc1ccc(Cl)cc1NC(=O)CNc1ccccc1CN(C)C1CCCCC1	i	0.03
O=C(Nc1ccc2c(c1)C(=O)N(C1CCCCC1)C2=O)C1CCCO1 (stereo not given)	i	-0.74

Laid out differently: 3 of the compounds above
SMILES,CHT inh,Kir21 inh
CC1=C(C)CC(C(=O)NNC(=O)c2csc3c2CCC(C(C)(C)C)C3)C(C(=O)O)C1 (stereo not given),i,1.81
COC(=O)N/N=C/c1cccc(OC(=O)c2ccc3c(c2)OCO3)c1,i,0.37
Cc1ccc(CNS(=O)(=O)c2ccc3c(c2)OCCO3)cc1,i,1.33

(continued)
SMILES	CHT inh	Kir21 inh
CN(C)C(CNS(=O)(=O)c1ccc2ccccc2c1)c1ccccc1 (stereo not given)	i	-1.48
COCc1nnc(NC(=O)C2CC(=O)N(C3CCCC3)C2)s1 (stereo not given)	i	-0.11
Cc1cc(Br)cc(C)c1NC(=S)NC(=O)CC(C)C	i	-0.49
Cc1cccc(CN2CCN(C(C)C(=O)NC(C)c3ccccc3)CC2)c1 (stereo not given)	i	0.54
CC1(C)Cc2c(sc3ncnc(NN)c23)CO1	i	0.02
COc1ccc(C(=O)NCCS(=O)(=O)NCc2cccnc2)cc1	i	1.98
CC(C)(C)OC(=O)N[C@@H](Cc1ccccc1)C(=O)N[C@@H](CO)[C@H](O)[C@@H]1C[C@@H]1C(=O)NC1CC1	i	1.46
CN(C)S(=O)(=O)c1cccc(C(=O)N(Cc2ccc(F)cc2)Cc2ccco2)c1	i	-0.1
COc1ccc(C(c2nnnn2CCc2ccccc2)N2CCN(C)CC2)cc1OC (stereo not given)	.	1.14
O=C(CN(CC1CCCO1)C(=O)CNS(=O)(=O)c1ccc(Cl)cc1)NCc1ccccc1 (stereo not given)	i	0.4
O=C(Nc1c2c(nn1-c1ccc(F)cc1)CS(=O)C2)c1ccco1 (stereo not given)	i	0.82
O=C(/C=C/c1cn(-c2ccccc2)nc1-c1cccnc1)c1ccco1	i	-0.56
O=C(Nc1ccccc1F)c1ccc(CNS(=O)(=O)c2cccc(C(F)(F)F)c2)cc1	i	-2.56
COc1ccc(CN(C)C(C)C(=O)Nc2ccc([N+](=O)[O-])cc2Cl)cc1OC (stereo not given)	i	0.37
Cc1ccc(N/C=C/C(=O)c2ccccc2)cc1C	i	0.08
COc1ccc(NS(=O)(=O)c2ccc(S(=O)(=O)N(C)C)cc2)cc1S(N)(=O)=O	i	-0.2
COCCNC(=O)Cn1ncc2ccsc2c1=O	i	2.08
O=C(NCCc1cn2ccccc2n1)c1ccccc1F	i	0.06
C/C(Cn1nc([N+](=O)[O-])cc1C)=N\NC(=O)COc1c(Cl)cc(Cl)cc1Cl	i	-2.72
Cc1ccc(-n2c(=O)cc(N3CCN(Cc4ccccc4)CC3)[nH]c2=O)cc1	i	-1.58
O=C(CCC(=O)Nc1ccc(F)cc1)N/N=C/c1ccccc1O	i	2.61
CC1=NN(c2nc(-c3ccc(C#N)cc3)cs2)C(=O)C1	i	0.55
O=C(COc1ccc(S(=O)(=O)N2CCCC2)cc1)Nc1ccc(F)cc1	i	-0.12
COc1ccc(CNC(=O)COC(=O)c2cc(-c3ccc(Cl)s3)nc3ccccc23)cc1	i	-0.44
CCOc1ccc(C2C(=O)N(C3CCCCC3)CC(=O)N2CC2CCCO2)cc1OC (stereo not given)	i	0.66

(listing goes on)
SMILES	CHT inh	Kir21 inh
CCOC(=O)C1=C(C)NC(=O)NC1c1ccc(Cl)cc1Cl (stereo not given)	i	-0.54
Cc1ccc(SCC(=O)NC(C)(C)C)cc1	i	-2.03
CCc1cc(C(=O)N(C)CC(=O)N(CC(C)C)c2c(N)n(CC(C)C)c(=O)[nH]c2=O)sc1C	i	1.44
COc1cc(NC(=O)CC(C)n2ccnc2)cc(OC)c1 (stereo not given)	i	-0.93
CC(NC(=O)c1cccc(Cn2cc([N+](=O)[O-])cn2)c1)c1ccc(C(C)(C)C)cc1 (stereo not given)	i	0.96
Cc1ccc2c(c1)c(=O)c(Br)c(C)n2Cc1ccccc1	i	-0.77
Cc1ccccc1C(=O)Nc1ccccc1Sc1ccccc1	i	-1.4
C/C(=N\NC(=O)c1ccccn1)C12CC3CC(CC(C3)C1)C2	i	-0.22
CCCc1nnc(-c2ccc(OC)cc2)o1	i	-0.75
COCCn1c(=S)[nH]c2cc(C(=O)N3CCc4ccccc4C3)ccc2c1=O	i	0.89
C/C(=N\NC(=O)C1COc2ccccc2O1)c1ccc(Cl)s1 (stereo not given)	i	0.2
Cc1cc(Nc2nc(Cl)c(Cl)cc2Cl)n(-c2ccccc2)n1	i	2
Cc1c(Cl)cccc1-n1c(SCC(=O)NCc2cccs2)nnc1-c1ccncc1	i	-0.01
C/C=C/c1ccc(OCCn2nnc3ccccc32)c(OC)c1	i	-1.53
FC(F)(F)c1cc(Oc2ccccc2)ncc1-c1nnc(-c2ccccc2Cl)o1	i	-0.36
CCn1c(Sc2ccc([N+](=O)[O-])cn2)nnc1-c1ccco1	i	1.03
O=C(CN1CCOCC1)Nc1ncc(Cc2cccc3ccccc23)s1	i	1.4
O=C(c1ccccc1)c1cc2c(cc1[N+](=O)[O-])OCCO2	i	0.28
Cc1nn(C)c(C)c1S(=O)(=O)N1CCC(C(=O)NC2CCCCC2)CC1	i	1.42
N#CCSc1nnc(C2CCCCC2)n1-c1ccccc1	i	-0.52
O=c1cc(CO)occ1OCc1cccc(F)c1	i	-0.67
CCc1ccccc1N1C(=O)C(Cl)=C(N2CCOCC2)C1=O	i	-0.1
CC1(C)CC(=O)C=C(Nc2ccccc2C#N)C1	i	-2.63
CCC(C)[C@H](NC(=O)N1CCn2c1nc1ccccc12)C(=O)NCCc1ccc(OC)c(OC)c1 (stereo not given in full)	i	-0.44
Cc1ccc(CNc2ccc(N3CCOCC3)c(C(=O)O)c2)s1	i	1.67

One compound at a time, from the list above. Values in the order: CHT inh | Kir21 inh
`N#CCSc1nnc(C2CCCCC2)n1-c1ccccc1` as listed: i | -0.52
`Cc1ccc2c(c1)c(=O)c(Br)c(C)n2Cc1ccccc1` as listed: i | -0.77
`CC1(C)CC(=O)C=C(Nc2ccccc2C#N)C1` as listed: i | -2.63
`O=C(CN1CCOCC1)Nc1ncc(Cc2cccc3ccccc23)s1` as listed: i | 1.4

4 entries from above, with each value named.
CC(NC(=O)c1cccc(Cn2cc([N+](=O)[O-])cn2)c1)c1ccc(C(C)(C)C)cc1 (stereo not given)
  CHT inh: i	Kir21 inh: 0.96
Cc1nn(C)c(C)c1S(=O)(=O)N1CCC(C(=O)NC2CCCCC2)CC1
  CHT inh: i	Kir21 inh: 1.42
CCCc1nnc(-c2ccc(OC)cc2)o1
  CHT inh: i	Kir21 inh: -0.75
Cc1ccccc1C(=O)Nc1ccccc1Sc1ccccc1
  CHT inh: i	Kir21 inh: -1.4

Remaining list, next part.
SMILES	CHT inh	Kir21 inh
COCCNC(=O)c1onc(CSc2cccc(OC)c2)c1C(=O)O	i	1.6
COc1ccccc1CNC(=O)COC(=O)C1CCN(c2ccc(C(F)(F)F)cn2)CC1	i	-0.84
C/C(=N\NC(=O)c1ccncc1)c1cccs1	i	-2.07
N#Cc1nc(-c2ccco2)oc1N1CCC(Cc2ccccc2)CC1	i	2.49
O=C(Nc1ccccc1N1CCCC1)C1CCN(C(=O)c2ccc(Cl)cc2)CC1	i	-0.07
Cc1cccc(N2CCN(c3ccc(NC(=O)/C=C\C(=O)O)cc3)CC2)c1	i	-1.98
Cc1ccccc1NS(=O)(=O)c1cc(C(=O)NCc2ccco2)ccc1C	i	1.74
COc1ccc(Nc2ccc([N+](=O)[O-])cc2[N+](=O)[O-])cc1	i	1.08
NC(=O)C1CCN(C(=O)COc2ccc3ccccc3c2Br)CC1	i	0.3
CNC(=O)CN(C1CCCCC1)S(=O)(=O)c1ccc(F)cc1	i	-1.1
CC(C)C(=O)Nc1ccc(C(=O)Nc2nnc(C(C)C)s2)cc1	i	-0.04
COc1ccccc1NCc1nnc(-c2ccccc2)o1	i	0.69
CC(=O)c1ccc(Oc2nc(-c3cccnc3)nc3ccccc23)cc1	i	-0.91
Cc1ccc(N2C(=O)N3[C@H](c4ccc(F)cc4)[C@@H]4C(=O)N(C5CCCCC5)C(=O)[C@@H]4[C@]3(Cc3ccccc3)C2=O)cc1	i	0.02
CCOC(=O)Cc1csc(NC(NC(=O)CC)(C(F)(F)F)C(F)(F)F)n1	i	-0.51
CC(=O)c1c(-c2ccccc2)c2ccccc2[nH]c1=O	i	0.23
O=C(CSc1nnc(-c2ccccc2)c2ccccc12)NCC1CCCO1 (stereo not given)	i	-0.12
O=C(CN1C(=O)/C(=C/c2ccccc2F)Sc2ccccc21)NCCCN1CCOCC1	i	-2.07
